Screening data deposited in PubChem BioAssay by several laboratories.
CCHF vOTU inh = blocks the CCHF virus ovarian tumor domain protease; CCHFV vOTU protease, Pep-AMC fluorescence; inhibition, % at 11.5 µM; 370,000 tested, 0.55% active; AID 651958; in the data active = inhibition above about 30%; also: 0% = vehicle wells with enzyme and 100% = no enzyme wells
Mtb UGM inh = inhibitors of M. tuberculosis UDP-galactopyranose mutase | P9WIQ1 | purified UGM, fluorescence polarization probe displacement | inhibition, % at 10 µM | 320,000 tested, 0.06% active | AID 504406; in the data active = inhibition above about 10%, passing the limit was not always enough
Target sequence (P9WIQ1 whole entry, looked up): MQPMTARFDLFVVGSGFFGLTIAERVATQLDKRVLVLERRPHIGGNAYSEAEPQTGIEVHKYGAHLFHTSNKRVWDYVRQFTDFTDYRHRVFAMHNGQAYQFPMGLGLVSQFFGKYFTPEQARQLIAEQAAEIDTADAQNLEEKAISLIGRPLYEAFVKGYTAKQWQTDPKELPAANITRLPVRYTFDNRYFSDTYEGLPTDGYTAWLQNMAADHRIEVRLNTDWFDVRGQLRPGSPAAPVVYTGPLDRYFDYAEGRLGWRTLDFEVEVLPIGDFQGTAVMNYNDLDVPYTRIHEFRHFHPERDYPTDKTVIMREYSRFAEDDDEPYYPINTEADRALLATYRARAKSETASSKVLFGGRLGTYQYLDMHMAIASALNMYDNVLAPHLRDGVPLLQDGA
PrPC surface inh = reduces human prion protein on the cell surface; P04156; cell surface PrPC, TR-FRET read-out; inhibition, % at 13.8 µM; 370,000 tested, 0.43% active; in the data active = inhibition above about 24%; also: 0% = median of the test wells and 100% = reference compound wells
* marks the source's active call; other numbers are inactive results. An excerpt. The share of hits here may be higher or lower than overall.

SMILES	CCHF vOTU inh	Mtb UGM inh	PrPC surface inh
CCCC1CC(=O)OC1(C)C(=O)CSc1n[nH]c(-c2ccccc2)n1 (stereo not given)	1	0.5	-9
Cc1cc(NC(=O)Cn2c(=O)n(CCCCC(=O)NC3CCN(Cc4ccccc4)CC3)c(=O)c3ccccc32)n[nH]1	-13	1.5	3
CCOc1ccc(CN2CCN(Cc3nc(C(C)C)cs3)CC2CCO)cc1 (stereo not given)	2	1.9	2
FC(F)(F)c1ccccc1NC(=S)NN=C1CCCCCC1	2	0.0	5
CCn1c2ccccc2c2cc(CN3CCN(S(=O)(=O)CC)CC3)ccc21	9	-0.7	-4
CCCC(=O)NCc1ccncc1	1	0.5	-2
Cc1nc(NC(=O)CSc2ccccc2N)sc1C	11	1.5	-5
O=C(CNS(=O)(=O)c1ccc(Br)cc1)OCc1cc(=O)n2cc(Br)ccc2n1	1	0.7	-10
O=C(NC(c1ccccc1)c1cc(Cl)c2cccnc2c1O)c1cccnc1 (stereo not given)	-8	-0.1	4
CC(C)n1c(CN(C)Cc2ccccc2)nc2c1c(=O)n(C)c(=O)n2C	-1	2.3	15
CN1CCN(NC(=O)CN2C(=O)/C(=C/c3ccccc3F)SC2=S)CC1	4	0.9	-8
O=C(O)CSc1c2c(nc3cc(C(=O)NCCN4CCOCC4)ccc13)CCC2	-1	-2.5	-1
COc1ccc([C@H]2C=C3CN(C(=O)OC(C)(C)C)S(=O)(=O)[C@H]3C[C@H]2OC(=O)c2cccs2)cc1	8	-1.4	5
Cc1ccc(-c2csc(N3C(=N)SCC3=O)n2)cc1	0	-0.8	1
Cc1c(C(C)(C(=O)O)c2c(C)n(C)c3ccccc23)c2ccccc2n1C	-7	0.1	2
CC(C)Oc1ccc(Cc2c(O)[nH]c(=O)[nH]c2=O)cc1	3	2.0	8
CCc1cc(C(=O)NC2CCCc3c2cnn3-c2cccc(C)c2C)n(C)n1 (stereo not given)	3	-4.7	18
CCn1c(SCC(=O)N/N=C/C=C/c2ccccc2[N+](=O)[O-])nnc1-c1ccc(Cl)cc1	1	-0.6	-2
COc1cccc(N2CCN(c3ncnc4c3[nH]c3ccccc34)CC2C)c1 (stereo not given)	10	1.2	55*
CC(C)C[C@H](NC(=O)c1nc[nH]c1C(=O)N[C@@H](CC(C)C)C(=O)OC(C)(C)C)C(=O)OCc1ccccc1	25	0.1	10
CC(=O)/C=C/n1c(=S)oc2ccccc21	-7	-0.8	7
CN(C(=O)Cn1nnc(-c2cccnc2)n1)C1CCCCC1	-6	-3.4	1
O=C(NCc1ccc(F)cc1)c1cc2sccc2n1Cc1ccc(F)cc1	9	4.5	4
COc1ccc(-n2c(=S)[nH]c3cc(C(=O)Nc4ccccc4OC)ccc3c2=O)cc1	13	-2.7	5
CCOC(=O)C1CCCN(CC(=O)c2c[nH]c3ccc(C)cc23)C1 (stereo not given)	6	-2.3	-11

(next part)
SMILES	CCHF vOTU inh	Mtb UGM inh	PrPC surface inh
COc1ccccc1/C=N/N1C(=O)C(CC(=O)Nc2ccc([N+](=O)[O-])cc2OC)SC1=Nc1cccc(C)c1C (stereo not given)	9	-0.3	4
CNC(=S)N(Cc1ccc(OC)cc1)C1CC(=O)N(c2ccc(C(=O)OC)cc2)C1=O (stereo not given)	2	-1.2	-9
CCCC[C@@H]1C[C@H]1[C@@H](NC(=O)c1ccco1)c1ccc(C(=O)OC)cc1	11	-0.4	-3
O=C(N/N=C/c1ccc2nccnc2c1)c1ccccc1O	-3	-2.6	-4
C=CCN1C(=O)N/C(=C/c2ccc(N3CCOCC3)o2)C1=O	-2	-5.0	2
O=C(Cc1ccc(Nc2nc(=S)[nH]c3ccccc23)cc1)NC1CCCCC1	12	-0.4	-8
Cc1nc(N/N=C/c2ccccn2)sc1C	-3	0.6	15
Cc1cccc(N=Nc2c(C)[nH]n(C(N)=S)c2=O)c1C	16	0.3	-19
COc1ccc(Nc2nc(Cl)nc(N3CCN(c4ccc(OC)cc4)CC3)n2)cc1	-11	3.5	-5
CCN1CCN(Cc2cc(OC)c(OC)cc2[N+](=O)[O-])CC1	-9	1.4	-16
Cc1ccc(N2C(=O)c3cccc4c(C(=O)O)ccc(c34)C2=O)cc1	-11	0.9	-8
Cc1ccc(C)c(-n2nnnc2SCC(=O)c2c(N)n(C)c(=O)n(C)c2=O)c1	0	-0.5	3
Cc1ccc(-n2c(SCC(=O)Nc3cccc(C)c3)nc3c(oc4ccccc43)c2=O)cc1	-13	4.2	2
COc1ccc(-c2cc(C(F)(F)F)n3nc(C(=O)NCCCN4CCOCC4)cc3n2)cc1	-8	-0.9	-21
O=C(NNc1nc(N2CCOCC2)nc(N2CCOCC2)n1)Nc1ccc(Cl)cc1	5	1.3	-4
Cc1nc(NS(=O)(=O)c2ccccc2C)c2c3c(sc2n1)CCC3	-17	1.2	1
O=C1NC(=O)C(=Cc2ccc3c(c2)OCO3)C(=O)N1	8	2.5	-10
O=c1nc(SCc2c(F)cccc2Cl)nc(-c2ccccc2)[nH]1	-1	0.4	0
COc1ccc(S(=O)(=O)NC(N)=NCCc2ccc(OC)c(OC)c2)cc1	1	1.6	10
O=c1c2ccccc2c(C=Nc2ccc(S(=O)(=O)Nc3ncccn3)cc2)c(O)n1-c1cccc(Cl)c1	1	-1.3	7
COc1ccccc1CNC(=O)c1cccc(-c2ccc(C)c3ccccc23)n1	-4	2.0	4
Cn1c(N)c(C(=O)Nc2ccccc2)c(=O)[nH]c1=O	-7	1.5	5
CC(=O)c1ccc(NC(=O)C(C)Sc2nnc(C3CCCCC3)o2)cc1 (stereo not given)	14	2.7	3
CCCCCc1nc2c(c3c1CCCC3)CCCC2	-7	-0.2	-11
Cc1cc(NC(=O)CN2CCOCC2)n(-c2nc3ccccc3s2)n1	6	-3.0	8

Profiles, quoted from the list:
`COc1ccc(Nc2nc(Cl)nc(N3CCN(c4ccc(OC)cc4)CC3)n2)cc1` as listed: CCHF vOTU inh = -11; Mtb UGM inh = 3.5; PrPC surface inh = -5
`CCCCCc1nc2c(c3c1CCCC3)CCCC2` as listed: CCHF vOTU inh = -7; Mtb UGM inh = -0.2; PrPC surface inh = -11

(next part)
SMILES	CCHF vOTU inh	Mtb UGM inh	PrPC surface inh
C#CCOCCOCCOCCNc1nc(N2CCN(C(=O)C([C@@H](C)CC)n3cc(C(N)COC(=O)C(F)(F)F)nn3)CC2)nc(N2CCN(C(=O)[C@H](Cc3ccc(O)cc3)n3cc(C(N)[C@H](C)CC)nn3)CC2)n1 (stereo not given in full)	7	-2.0	3
COC(=O)[C@@]1(Cc2ccc(F)cc2)[C@H]2c3cc(C(=O)N4CCCC4)n(Cc4ccc(C(F)(F)F)nc4)c3C[C@H]2CN1C(=O)c1ccccc1	18	-1.5	6
Nc1c(S(=O)(=O)c2cccs2)c2nc3ccccc3nc2n1CCc1ccccc1	-109	1.1	7
Cc1nn(-c2ccccc2)c(C)c1-c1cc(C(=O)N/N=C/c2cccnc2)[nH]n1	-13	-0.9	3
Cc1cc(C)cc(Cn2ncc(Cl)c(Cl)c2=O)c1	-4	-0.7	4
COc1ccc(-n2cc(CNCCc3cscn3)c(-c3ccccc3Cl)n2)cc1	-2	1.8	-7
COc1ccc(COCCN2CCN(S(=O)(=O)c3ccc(C)cc3)CCC2=O)cc1	-9	0.4	6
COc1ccc(-c2cc(C(F)(F)F)nc(SCCC(=O)NCc3ccco3)n2)cc1	15	3.1	0
COc1cccc2oc3cc(C#Cc4ccccn4)ccc3c(=O)c12	7	-1.3	1
O=C(NCCc1ccccc1)c1ccccc1NC(=O)C1CCCCC1C(=O)O (stereo not given)	4	4.5	-6
Cc1ccc2nc3n(c(=O)c2c1)-c1ccc(Cl)cc1C(=O)NC3Cc1ccccc1 (stereo not given)	9	-0.1	17
CCOc1ccc2[nH]c3c(N4CCC5(CC4)OCCO5)ncnc3c2c1	-40	-0.6	11
CCN(CC)c1ccc2c(Cl)cc(=O)oc2c1	-5	0.7	-13
Cc1ccc(-c2[nH]nc3c2C(c2ccccc2OC(=O)N2CCOCC2)C(C#N)=C(N)O3)cc1 (stereo not given)	-9	3.7	4
O=C1NC(Cc2ccccc2)c2nc3ccc(Br)cc3c(=O)n2-c2cc(Cl)ccc21 (stereo not given)	-1	-2.8	2
Cn1c(=O)c(C(=O)COC(=O)c2cc(C(F)(F)F)nc3ccccc23)c(N)n(Cc2ccccc2)c1=O	5	0.8	-6
CCCCn1c(-c2csc3c2CCCC3)n[nH]c1=S	9	-1.9	-2
COCc1cc(C)nc(OCC(=O)N/N=C/c2ccc(-c3cccc([N+](=O)[O-])c3)o2)c1C#N	-3	0.6	-5
CCCOc1ccc(/C(O)=C2/C(=O)C(=O)N(CCOC)C2c2cccnc2)cc1 (stereo not given)	5	-1.3	-3
COC(=O)C1=C(C(=O)OC)[C@@H]2Nc3ccccc3[C@@]23C[C@@H](C(=O)OC)N(C(=O)NC2CCCCC2)C3=N1	3	3.2	1
CC(C)CC1NC(=O)c2ccccc2-n2c1nc1cc(F)ccc1c2=O (stereo not given)	-4	-2.2	-5
O=C(Nc1nc2ccc([N+](=O)[O-])cc2s1)c1ccco1	-1	0.8	-1
COC(=O)c1ccc(C23CC4(C2)[C@H](CN(Cc2ccc(-c5ccccc5)cc2)[C@@H]4c2ccccc2)C3c2ccc(Cl)nc2)cc1 (stereo not given in full)	-1	1.5	5
CCOC(=O)/C=c1\s/c(=C\c2sccc2C)c(=O)n1CC(=O)NCc1ccc(C)cc1	7	7.2	1
COc1ccccc1-c1nc(NC(C)=O)n[nH]1	13	-3.8	-8

3 entries from above, with bars between the fields.
Molecule | CCHF vOTU inh | Mtb UGM inh | PrPC surface inh
Cc1nn(-c2ccccc2)c(C)c1-c1cc(C(=O)N/N=C/c2cccnc2)[nH]n1 | -13 | -0.9 | 3
O=C(Nc1nc2ccc([N+](=O)[O-])cc2s1)c1ccco1 | -1 | 0.8 | -1
C#CCOCCOCCOCCNc1nc(N2CCN(C(=O)C([C@@H](C)CC)n3cc(C(N)COC(=O)C(F)(F)F)nn3)CC2)nc(N2CCN(C(=O)[C@H](Cc3ccc(O)cc3)n3cc(C(N)[C@H](C)CC)nn3)CC2)n1 (stereo not given in full) | 7 | -2.0 | 3

Going on with the list:
SMILES	CCHF vOTU inh	Mtb UGM inh	PrPC surface inh
CC1=C(C(=O)OCc2ccccc2)C(c2ccc(Br)cc2)NC(=O)N1CCCC(=O)O (stereo not given)	1	2.2	-6
Cc1nc(C2CCC3C4CCC5=CC(=O)CC[C@]5(C)C4CC[C@]23C)cs1 (stereo not given in full)	-4	0.5	9
Cc1ccc(-n2c(=O)c3sccc3n(Cc3cc(=O)n4ccccc4n3)c2=O)cc1F	8	-0.3	0
c1ccc(C(c2ccccc2)N2CCN(c3nc4ccccc4n4cnnc34)CC2)cc1	0	-3.9	1
CC(C)c1ccc2c(c1)C(N1CCNCC1)Cc1ccc(F)cc1S2 (stereo not given)	-4	0.8	-15
Cc1ccc(N(CCC(=O)Nc2nnc(C3CC3)s2)S(=O)(=O)c2ccccc2)cc1	11	1.1	13
Cc1ccccc1NC(=O)c1ccc(Cl)c(NC(=O)c2cccnc2)c1	3	-1.7	1
Cc1cc(=O)oc2cc(OCC(=O)N3CC(C)OC(C)C3)ccc12 (stereo not given)	-5	-1.2	0
O=C1c2ccccc2S(=O)(=O)c2cc(N3CCN(c4ccccc4)CC3)ccc21	1	1.2	-5
Cc1ccc(C(=O)N/C(=C/c2ccco2)C(=O)Nc2cccc(C(=O)O)c2)cc1	18	-0.3	-6
Cc1occc1C(=O)n1nnc2ccccc21	-5	3.9	0
C#CCOCCOCCOCCNc1nc(N2CCN(C(=O)[C@H](CCC(=O)O)n3cc(C(N)Cc4ccc(O)cc4)nn3)CC2)nc(N2CCN(C(=O)[C@H](CCC(=O)O)n3cc(C(N)Cc4ccc(O)cc4)nn3)CC2)n1 (stereo not given in full)	-5	-0.1	1
CCOc1cc(S(=O)(=O)NCc2ccccn2)c(C)cc1C	-8	-0.7	-1
O=C(N/N=C/c1ccc([N+](=O)[O-])o1)c1cn(-c2ccccc2)nc1-c1ccc(F)cc1	8	3.0	-7
CCOc1cc(/C=C2/C(=O)ON=C2C)ccc1OCc1ccccc1	-8	-0.3	-1
CCOC(OCC)c1cn(Cc2ccc3c(c2)C(=O)c2ccccc2C3=O)nn1	4	0.8	-37
Cc1ccc(CSCC(N)C(=O)O)cc1 (stereo not given)	4	-1.4	0
Cc1sc2cc3c(c(C(=O)c4ccccc4)[n+]2c1C)-c1cccc2cccc-3c12	-11	0.1	-31
O=C1c2ccccc2S(=O)(=O)c2cc(N3CCC4(CC3)OCCO4)ccc21	8	0.0	-15
Oc1ccc2ccccc2c1CNc1ccc(Br)cc1	-11	1.6	4
COc1cccc(Cn2c(NCc3ccco3)nc3c2c(=O)n(C)c(=O)n3C)c1	4	0.8	23
CCn1c(C)nc2cc(C(=O)NNC(=O)Nc3ccc(Cl)c(Cl)c3)ccc21	11	0.5	-1
O=C(Nc1ccccc1Cl)C1CC(=O)n2c(nc3ccccc32)N1 (stereo not given)	1	2.1	2
COC(=O)c1ccc(CSc2nnc(Nc3ccccc3OC)s2)o1	-3	0.4	10
Cc1ccnc(NS(=O)(=O)c2cc(C(F)(F)F)ccc2Cl)c1	-3	0.5	2
COC(=O)[C@@]1(Cc2ccc(F)cc2)[C@H]2c3cc(C(=O)N4CCCC4)n(CCc4ccccn4)c3C[C@H]2CN1C(=O)c1ccccc1	1	1.5	-4
O=[N+]([O-])c1ccccc1CN1CCN(Cc2c[nH]c3ccccc23)CC1	-3	-2.0	-7
CC(=O)Nc1c(O)nc(C)[nH]c1=O	-5	-0.5	1
Cc1cccc(OCC(=O)N=Nc2c(O)[nH]c3ccc([N+](=O)[O-])cc23)c1	4	0.0	0
Nc1c(Cl)ncnc1N/N=C/c1ccccn1	2	-1.9	-31
